SENP8 block = human SENP8 protease inhibitors, primary screen, biochemical, fluorescence, Nedd8 protein substrate, uHTS; Sentrin-specific protease 8 (Homo sapiens), Q96LD8; 360,000 compounds, 0.64% hits; inhibition, % at 20 µM; recombinant SENP8; AID 602440, 2012; in the data active means inhibition mostly above about 40%, no sharp cut-off; inactive means mostly below about 27%
Target sequence (Q96LD8 whole entry, looked up): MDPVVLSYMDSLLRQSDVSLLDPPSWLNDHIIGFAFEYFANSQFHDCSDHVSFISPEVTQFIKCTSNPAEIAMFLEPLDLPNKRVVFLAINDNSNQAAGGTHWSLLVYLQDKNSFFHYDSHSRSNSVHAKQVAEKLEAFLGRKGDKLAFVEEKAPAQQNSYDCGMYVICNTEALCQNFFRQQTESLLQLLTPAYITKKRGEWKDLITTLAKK
SENP6 inh = SENP6 protease inhibitors, primary screen, biochemical, luminescence, uHTS; inhibition, % at 10 µM; Recombinant SENP6 catalytic domain, aminoluciferin luminescence; 330,000 compounds, 1.8% hits; Sentrin-specific protease 6 (Homo sapiens), Q9GZR1;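 active means inhibition above about 50% at the single tested dose, limit read from the data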;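 further: plate controls were DMSO wells with enzyme for no effect and DMSO wells lacking enzyme for full effect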
NR3A LBD binder = binders of NR3A ligand-binding domain, primary screen, biophysical, differential scanning fluorimetry, uHTS; Glutamate receptor ionotropic, NMDA 3A (GRIN3A) ligand-binding domain; NR3A LBD differential scanning fluorimetry, Tm shift; 0% = protein alone, 100% = glycine-bound protein; Tm shift relative to glycine control, % at 25 µM; 340,000 compounds, 2.5% hits; AID 1259313, 2017;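 active means melting temperature shift of at least 10% of the positive control shift, at one fixed dose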
MPTP block = mitochondrial permeability transition pore inhibitors, primary screen, biochemical, isolated mouse mitochondria, absorbance. Ca2+ swelling absorbance, 30 min. inhibition, % at 10 µM. 360,000 compounds, 1.4% hits;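 active means inhibition of 50% or more, scaled per plate between neutral and stimulator controls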;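 further: 0% = DMSO wells given calcium and 100% = 1 mM EGTA wells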
ATG4B inhibitor = ATG4B protease inhibitors, primary screen, biochemical, fluorescence, uHTS; inhibition, % at 8.33 µM; 340,000 compounds, 0.51% hits; ATG4B cleavage of LC3-PLA2, NBD-HPC fluorescence, 1 h; Cysteine protease ATG4B (Homo sapiens), Q9Y4P1; in the data active means inhibition above about 40%
Target sequence (Q9Y4P1 whole entry, looked up): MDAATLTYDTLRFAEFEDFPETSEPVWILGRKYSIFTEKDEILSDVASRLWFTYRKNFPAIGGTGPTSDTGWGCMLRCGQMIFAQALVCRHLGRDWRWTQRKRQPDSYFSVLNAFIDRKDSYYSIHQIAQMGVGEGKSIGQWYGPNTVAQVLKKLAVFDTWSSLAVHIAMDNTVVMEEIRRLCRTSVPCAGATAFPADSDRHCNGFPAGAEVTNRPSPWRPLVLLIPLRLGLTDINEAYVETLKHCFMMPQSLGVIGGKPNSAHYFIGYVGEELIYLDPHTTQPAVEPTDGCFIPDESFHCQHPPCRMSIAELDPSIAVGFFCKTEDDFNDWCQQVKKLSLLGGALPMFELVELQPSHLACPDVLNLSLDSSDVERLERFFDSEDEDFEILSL
SENP1 inh = human SENP1 catalytic domain inhibitors, primary screen, biochemical, FRET, uHTS; 360,000 compounds, 0.21% hits; AID 624204, 2012; recombinant SENP1 catalytic domain, CyPet-SUMO1-YPet FRET cleavage; Sentrin-specific protease 1 (Homo sapiens), Q9P0U3; inhibition, % at 10 µM;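 active means inhibition at least 30% at 10 µM, raw YFP signal under a set limit, fluorescence ratio 0.5 to 1.5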;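 further: 0% = enzyme with DMSO and 100% = no enzyme wells; some results filed as inactive read as strong as hits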
Target sequence (Q9P0U3 419-644 limits assumed): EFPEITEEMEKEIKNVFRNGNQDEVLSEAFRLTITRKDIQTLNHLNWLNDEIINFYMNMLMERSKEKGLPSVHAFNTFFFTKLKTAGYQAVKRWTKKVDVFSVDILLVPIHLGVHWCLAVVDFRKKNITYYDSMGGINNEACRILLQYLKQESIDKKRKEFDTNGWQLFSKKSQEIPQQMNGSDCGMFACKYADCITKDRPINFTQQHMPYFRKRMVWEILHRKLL
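Compound: 10 µM single point, 0.5% DMSO; Test system: hSENP1 catalytic domain, recombinant; Timing: 50 min reaction at room temperature; Technique: FRET, CFP and YFP emission; Control set: no-enzyme wells low, DMSO-plus-enzyme wells high control.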
hIAP activ = human IAP activators, primary screen, biochemical, luminescence, uHTS. Intestinal-type alkaline phosphatase (Homo sapiens), P09923. 330,000 compounds, 0.16% hits. activation factor at 10 µM. AID 2524, 2010. purified human IAP, CDP-Star luminescence, 30 min; stronger effect = higher value; 1 = vehicle-only enzyme, 0 = enzyme-free background;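 active means activation factor of the enzyme at least 2-fold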; further: the source names both 10 and 20 µM as test concentration; values of inactives mirror those of a sister screen read the other way
PfGluPho inh = PfG6PD enzyme inhibitors, primary screen, biochemical, fluorescence intensity, uHTS; glucose-6-phosphate dehydrogenase-6-phosphogluconolactonase (Plasmodium falciparum 3D7); PfGluPho enzyme, NADPH resazurin-diaphorase fluorescence; inhibition, % at 20 µM; 350,000 compounds, 0.78% hits; AID 504690, 2011;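 active means inhibition reaching at least a set limit at 20 µM in the primary screen, cut at about 59% in these data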;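 further: 0% = DMSO wells with substrate and 100% = DMSO wells lacking glucose-6-phosphate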
An asterisk follows results filed as active; . = no result given. Hits appear at their usual frequency, and some 6.7% of all compounds hit somewhere here.

SMILES	SENP8 block	SENP6 inh	NR3A LBD binder	MPTP block	ATG4B inhibitor	SENP1 inh	hIAP activ	PfGluPho inh
CCN(C(=O)CN1C=NS(=O)(=O)c2ccccc21)c1ccccc1	-2.4	-5.8	-6.4	2.8	2.9	1.3	1.05	1.1
Cc1c(NC(=O)Cn2nc(C(=O)O)c3ccccc3c2=O)c(=O)n(-c2ccccc2)n1C	18.6	-10.8	0.1	1.0	2.6	-6.8	0.89	-3.9
CC(C)(C)C(=O)NCCn1ccc2ccccc21	13.2	-10.0	-2.9	-0.7	-7.9	-1.2	1.08	-7.4
N#Cc1ccc(NC(=O)COC(=O)c2ccc(F)c(S(=O)(=O)N3CCOCC3)c2)cc1	7.2	-2.1	-0.2	0.2	-4.0	0.8	1.07	1.3
C/C(N)=C(/C#N)C(=O)CSc1nncn1-c1ccccc1	-0.3	-5.2	-0.2	0.2	-13.0	0.4	0.746	7.4
O=C(C=P(c1ccccc1)(c1ccccc1)c1ccccc1)c1ccccc1-c1ccccc1C(=O)C=P(c1ccccc1)(c1ccccc1)c1ccccc1	5.5	.	1.0	93.9*	28.1	1.4	.	26.1
CCCCOc1ccc(-c2nc(/C=N/c3nccs3)c(O)o2)cc1	-128.7	-2.1	-7.9	5.9	26.2	-63.3	1.13	0.5
CCN1/C(=C2/SC(=S)N(NC(C)=O)C2=O)Sc2ccc(Cl)cc21	12.9	0.5	0.4	0.3	-3.5	-37.5	1.03	22.6
CC1(C)C(=O)OC(c2ccccc2)C2(CCCC2)C1=O (stereo not given)	9.1	-3.1	0.0	2.6	1.2	-2.3	0.95	-1.9
Cc1cccnc1NC(=O)c1ccc(S(=O)(=O)N2CCCCCC2)cc1	-3.6	-12.8	1.5	-0.1	9.9	-0.4	1	-4.7
Cc1ccc(NC(=O)COC(=O)c2ccc(=O)n(Cc3ccccc3)n2)cc1F	-3.6	-20.0	-0.4	-0.2	-5.0	-2.6	0.865	-1.4
CCC(C)C(=O)Nc1nc(C)c(-c2csc(Nc3cc(OC)ccc3OC)n2)s1 (stereo not given)	-232.3	4.9	-7.5	0.9	-18.2	-7.6	1.08	8.5
COc1ccc(/C=C2/N=C3CCCCCN3C2=O)cc1	-1.4	-8.1	-0.7	-2.1	-16.4	1.4	1.04	-3.0
COc1ccccc1C1C(C(=O)NCc2ccccc2)=C(C)Nc2ncnn21 (stereo not given)	-154.8	10.3	-1.0	-0.7	-1.5	-6.5	1.02	-5.8
Brc1ccccc1-c1csnn1	21.2	5.2	-1.1	-1.3	5.2	0.8	1.01	2.1
Cc1ccc(C)c(N2CCN(CCCc3ccccc3)CC2)c1	26.8	-22.5	2.0	-0.4	8.4	2.5	1	-3.2
O=C1NCCCCC1NS(=O)(=O)c1ccc(F)c(F)c1 (stereo not given)	12.2	-19.4	-0.6	1.5	5.6	-0.3	0.955	-13.5
CCN(C(=O)c1cnc(NC(C)C)cc1C(F)(F)F)c1ccc(Cl)cc1	-423.9	-8.6	0.9	0.3	0.8	-0.2	1.23	14.0
CCCC(=O)N(c1ccc(F)cc1)C1C=CS(=O)(=O)C1 (stereo not given)	4.5	-0.6	-1.9	6.4	-2.5	0.6	1.08	-13.4
COc1cc(/C=N/NC(=O)c2nnn(-c3nonc3N)c2C(C)C)ccc1OCc1ccc(F)cc1	-85.0	2.4	31.2*	61.6*	17.1	2.8	1.02	5.9
CCC(C)(C)NC(=O)c1ccc2c(c1)N(CC(=O)OC)C(=O)C(C)(C)O2	21.6	-4.4	0.6	3.8	3.1	1.6	1.06	5.4
CCc1nc2ccc(C(=O)N3CCN(c4cccc(OC)c4)CC3)cc2nc1CC	10.7	0.2	-1.1	-0.8	-7.7	1.7	1.12	8.2
O=C(COC(=O)c1ccc(NS(=O)(=O)c2cccs2)cc1)NCC1CCCO1 (stereo not given)	3.1	6.1	-1.6	-0.5	-4.0	-0.1	0.954	-17.0
O=C(Nc1cccc(Cl)c1)OC1CCCCc2cccnc21 (stereo not given)	15.7	-3.5	-1.0	4.6	13.5	0.2	0.859	48.3
Cc1c(C(=O)N2CCN(S(=O)(=O)c3cc(F)ccc3F)CC2)oc2ccccc12	8.6	-4.0	-1.7	0.0	-3.4	-2.2	1.12	1.8
Cc1ccc(S(=O)(=O)N2CCC(NC(=O)OC(C)C)CC2)cc1	3.4	-9.8	0.0	-2.4	-8.3	2.8	0.934	3.8
COc1ccc(NS(=O)(=O)c2ccc(Oc3c(C#N)cccc3C#N)cc2)cc1	-34.3	5.4	-12.9	91.6*	-4.2	-1.2	1.1	3.6
CN(C(=O)COC(=O)CNC(=O)C12CC3CC(CC(C3)C1)C2)c1ccccc1	2.0	-0.5	4.6	-1.7	-4.0	0.6	1.05	-3.0
C/C=C/c1ccc(OCCCCN2CCN(CC)CC2)c(OC)c1	9.1	-11.1	-3.1	0.4	-0.9	0.1	1	2.3
O=C(NCc1cccnc1)c1cc(Sc2ccc(F)cc2F)nc2ccccc12	-16.1	14.8	-1.3	6.0	0.5	-1.3	0.93	4.2
Cn1cnnc1SCC(=O)Nc1ncc([N+](=O)[O-])s1	21.3	14.5	-2.9	-0.6	3.0	-12.6	1.24	7.2
Cc1ccc(C(=O)COC(=O)CNS(=O)(=O)c2ccc(C)cc2)cc1	1.1	5.4	1.5	-0.5	-1.7	1.6	1.19	5.7
COc1cccc(C=Nc2ccc3c(c2)OCCO3)c1O	53.4*	-28.7	0.0	-0.3	12.6	8.2	1.15	23.5
COc1ccc(S(=O)(=O)Nc2ccccc2N2CCOCC2)cc1OC	15.9	7.3	1.1	-0.1	-5.5	3.1	1.06	4.1
O=C(NCCNC(=O)c1cc(OCC(F)(F)F)ccc1OCC(F)(F)F)Nc1ccccc1	12.5	12.4	-2.6	8.4	-6.3	0.8	0.917	-11.2
Cc1ccc2c(=O)cc(C(F)F)oc2c1	7.8	13.3	-3.8	-5.4	-4.7	0.6	0.851	-12.8
COc1c(C(=O)Nc2nnc(C3CC3)s2)csc1Cl	-5.3	-8.6	0.2	-0.2	9.0	0.8	0.959	12.5
COc1ccc(Cl)cc1CC=NNC(=O)c1cccc(C)c1O	-210.6	.	-1.0	-0.7	8.3	2.2	.	-0.2
CCCN(CCC)C(=O)Cc1coc2ccc3ccccc3c12	-12.2	-11.4	-0.7	0.9	-6.4	-0.2	0.866	15.3
CCOc1cc(C(=O)Nc2ccc(S(=O)(=O)Nc3nnc(CC)s3)cc2)cc(OCC)c1OCC	18.0	0.7	-7.6	-0.4	0.3	2.4	1.11	-17.6
Cc1cccc(C(=O)N/C(=C\c2ccco2)C(=O)N2CCCC2)c1	-4.0	-8.8	6.6	-2.2	-1.6	-0.2	1.21	-0.1
Cc1ccc(-c2nc(C)c(C(=O)O)s2)cc1	-24.9	95.0*	-1.4	-0.9	-2.9	2.5	1.07	-9.8
COc1ccccc1-n1c(C)nc2cc(C(=O)NCC3CCCO3)ccc21 (stereo not given)	10.3	-11.0	-0.1	-0.9	-0.2	-0.8	1.42	0.2
O=C(Cn1nnc2c(cnn2-c2ccc(F)cc2)c1=O)Nc1ccccc1C(F)(F)F	-395.7	2.8	0.3	-1.3	-2.4	1.3	1.1	5.0
O=c1[nH]n2c(=O)c3c([nH]c2c1N=Nc1cccc(C(F)(F)F)c1)CCCC3	56.0*	4.7	-1.1	5.4	3.6	3.6	1.22	-15.8
COc1ccc(CNC(=O)CNC(=O)c2ccc(C(C)(C)C)cc2)cc1OC	9.5	2.9	1.9	0.3	-1.8	-2.8	0.953	-8.3
Cc1ccc(C(=O)Nc2nnc(C3CCCCC3)s2)o1	15.8	33.2	1.6	-1.9	-4.7	1.1	0.894	9.0
COc1ccc(CCNC(=O)CNCC2CCCCC2)cc1OC	5.8	-4.9	1.3	0.5	2.0	2.6	0.809	-1.4
C[C@H](CO)N1C[C@H](C)[C@@H](CN(C)S(=O)(=O)c2cn(C)cn2)Oc2ccc(NC(=O)Cn3cnnn3)cc2C1=O	8.3	-0.4	1.1	0.1	0.4	0.8	0.792	12.3
N#Cc1c(-c2ccccc2)nc(-c2ccncc2)[nH]c1=O	-65.1	2.6	-1.8	0.3	0.4	-0.5	1.24	-28.8
COc1cccc2cc(C(=O)N3CCN(C(=O)c4ccco4)CC3)c(=O)oc12	-15.7	1.2	1.8	25.4	7.8	-0.3	1	-0.6
COc1ccc(/C=C(\NC(=O)c2ccco2)C(=O)N2CCOCC2)cc1	9.0	-12.1	0.5	0.5	-0.2	-1.0	1	-18.8
Cc1ccccc1NC(=O)c1cn2c(nc3ccccc32)c(C#N)c1C	-465.6	0.4	-1.2	1.2	-8.5	-37.9	0.966	9.8
O=C(Oc1coc(CSc2ncccn2)cc1=O)c1ccco1	19.5	-14.7	0.5	-0.6	25.7	-0.8	1.07	15.0
C#CCOC(=O)C[N+](C)(C)CC#Cc1ccccc1	7.7	-9.5	-1.0	-0.6	0.8	4.1	1.07	-9.8
CC(C)c1ccc(NC(=O)NCc2ccccn2)cc1	6.3	-2.8	0.6	0.7	-9.3	0.0	0.896	1.4
CN(CCOc1ccccc1)C(=O)CCc1nc2sc3c(c2c(=O)[nH]1)CCCC3	-47.6	-8.7	-0.9	0.3	8.9	-26.9	1.09	9.3
CCOC(=O)c1cc(-c2ccccc2)sc1NC(=O)CC(C)C	21.1	7.0	0.5	3.0	-3.0	1.2	0.973	8.2
O=C(CSc1nc2ccccc2c(=O)n1CC1CCCO1)NCc1ccccc1 (stereo not given)	5.4	-15.3	0.5	-0.3	2.6	-1.6	0.981	1.2
Cc1csc(NC(=O)CNS(=O)(=O)c2cccs2)n1	15.9	-3.6	-0.3	0.1	9.6	1.0	0.852	8.2
CCCOc1ccc(/C=C/c2[nH]c(=O)[nH]c(=O)c2[N+](=O)[O-])cc1OCC	-9.8	-2.2	1.4	1.8	2.0	2.5	0.868	-43.5

Arranged by SMILES length (lowest first): part of the list above
SMILES	SENP8 block	SENP6 inh	NR3A LBD binder	MPTP block	ATG4B inhibitor	SENP1 inh	hIAP activ	PfGluPho inh
COc1ccc(CCNC(=O)CNCC2CCCCC2)cc1OC	5.8	-4.9	1.3	0.5	2.0	2.6	0.809	-1.4
Cc1csc(NC(=O)CNS(=O)(=O)c2cccs2)n1	15.9	-3.6	-0.3	0.1	9.6	1.0	0.852	8.2
O=C(Oc1coc(CSc2ncccn2)cc1=O)c1ccco1	19.5	-14.7	0.5	-0.6	25.7	-0.8	1.07	15.0
N#Cc1c(-c2ccccc2)nc(-c2ccncc2)[nH]c1=O	-65.1	2.6	-1.8	0.3	0.4	-0.5	1.24	-28.8
COc1ccc(/C=C(\NC(=O)c2ccco2)C(=O)N2CCOCC2)cc1	9.0	-12.1	0.5	0.5	-0.2	-1.0	1	-18.8
COc1cccc2cc(C(=O)N3CCN(C(=O)c4ccco4)CC3)c(=O)oc12	-15.7	1.2	1.8	25.4	7.8	-0.3	1	-0.6
C[C@H](CO)N1C[C@H](C)[C@@H](CN(C)S(=O)(=O)c2cn(C)cn2)Oc2ccc(NC(=O)Cn3cnnn3)cc2C1=O	8.3	-0.4	1.1	0.1	0.4	0.8	0.792	12.3

Assay outcomes: PubChem, Sanford-Burnham Center for Chemical Genomics
